All columns: NCI-60 one-dose screen, growth in % after 48 h at 10 µM unless noted; 100 = growth as untreated, 0 = no growth, -100 = all killed.
HOP-92 – HOP-92 NSCLC cells. 71,000 compounds, 6.3% hits. AID 1794738
CCRF-CEM – CCRF-CEM leukemia; 77,000 compounds, 7% hits; AID 1794778
EKVX – EKVX NSCLC; 71,000 compounds, 3% hits
UACC-62 – UACC-62 melanoma | 81,000 compounds, 5.4% hits | AID 1794756
M14 – M14 melanoma | 80,000 compounds, 6.2% hits | AID 1794745
RPMI-8226 – RPMI-8226 leukemia cells | 77,000 compounds, 7.5% hits | AID 1794781
A549/ATCC – A549/ATCC NSCLC; AID 1794740; 81,000 compounds, 3.7% hits
HOP-62 – HOP-62 NSCLC; AID 1794735; 80,000 compounds, 3.9% hits
Active calls of the source: *; & = joins results of further samples. Rule for the calls: active = growth percent below 10; inactive = the rest.

What do the screens show for `O=C1c2ccccc2C(=O)c2c(S)cccc21`?
HOP-92: 116; CCRF-CEM: 105; EKVX: 103; UACC-62: 97; M14: 105; RPMI-8226: 104; A549/ATCC: 99; HOP-62: 88

What do the screens show for `Nc1nc(-c2ccccc2)c(CC(=O)O)s1`?
CCRF-CEM: 117; EKVX: 102; UACC-62: 102; M14: 102; RPMI-8226: 117; A549/ATCC: 105; HOP-62: 105

What do the screens show for `C/C(=N\Nc1c2ccccc2nc2ccccc12)c1ccc(O)cc1`?
HOP-92: 91; CCRF-CEM: 71; EKVX: 82; UACC-62: 87; M14: 82; RPMI-8226: 69; A549/ATCC: 77; HOP-62: 99

Results for COc1cc2nc(Cl)nc(Nc3cccc(C(=O)/C=C/c4ccc(Cl)cc4)c3)c2cc1OC ?
HOP-92: 78; CCRF-CEM: 19; EKVX: 72; UACC-62: 63; M14: 70; RPMI-8226: 0.0*; A549/ATCC: 78; HOP-62: 87

What do the screens show for `CCOC(=O)c1nn(C2CCCCO2)c2ccc(NC(=O)CSc3nc4ccccc4[nH]3)cc12` (configuration not stated)?
HOP-92: 93; CCRF-CEM: 108; EKVX: 87; UACC-62: 89; M14: 98; RPMI-8226: 77; A549/ATCC: 97; HOP-62: 90

How did CCc1ccc(-c2nc(SCC(=O)NC3CCCCC3)n[nH]2)cc1 do in these assays?
HOP-92: 68; CCRF-CEM: 55; EKVX: 42; UACC-62: 58; M14: 78; RPMI-8226: 33; HOP-62: 95

How did Cc1ccc(N2CCN(CC(O)COc3ccccc3)CC2)cc1 (configuration not stated) do in these assays?
HOP-92: 100; CCRF-CEM: 111; EKVX: 116; UACC-62: 102; M14: 103; RPMI-8226: 122; A549/ATCC: 103; HOP-62: 131

What do the screens show for `CCOc1ccc(N2C(=O)/C(=C3\SC(=S)N(c4ccc(OCC)cc4)C3=O)SC2=S)cc1`?
HOP-92: 131; CCRF-CEM: 90; EKVX: 94; UACC-62: 92; M14: 106; RPMI-8226: 111; A549/ATCC: 94; HOP-62: 89

Results for CCc1c([N+](=O)[O-])cc2c(c1[N+](=O)[O-])C(C)(CC)CCC2(C)CC (configuration not stated) ?
HOP-92: 101; CCRF-CEM: 91; EKVX: 110; UACC-62: 97; M14: 93; RPMI-8226: 82; A549/ATCC: 97; HOP-62: 106

How did O=C(c1ccccc1)C(O)c1ccccc1 (configuration not stated) do in these assays?
HOP-92: 111; CCRF-CEM: 93; EKVX: 100; UACC-62: 98; M14: 105; RPMI-8226: 109; A549/ATCC: 76; HOP-62: 97

What do the screens show for `COC(=O)C(c1ccccc1)C(O)c1ccccc1` (configuration not stated)?
HOP-92: 90; CCRF-CEM: 84; EKVX: 98; UACC-62: 96; M14: 106; RPMI-8226: 107; A549/ATCC: 96; HOP-62: 93

Results for Cc1ccc(NC(=O)Cn2nncc2CN2C(=O)CSC2=O)cc1 ?
HOP-92: 105; CCRF-CEM: 99; EKVX: 105; UACC-62: 98; M14: 97; RPMI-8226: 104; A549/ATCC: 103; HOP-62: 105

How did c1ccc(-c2ccc3c(c2)NCCN3)cc1 do in these assays?
CCRF-CEM: 81; EKVX: 101; UACC-62: 97; M14: 107; RPMI-8226: 95; A549/ATCC: 96; HOP-62: 90

Results for CC(=O)c1ccc(NC(=O)CS(=O)(=O)c2ccc(C)cc2)cc1 ?
HOP-92: 96; CCRF-CEM: 103; EKVX: 99; UACC-62: 106; M14: 103; RPMI-8226: 101; A549/ATCC: 108; HOP-62: 101

What do the screens show for `O=C1C(Nc2ccccn2)=C(I)C(=O)c2ncccc21`?
HOP-92: -2.2*; CCRF-CEM: 3.3*; EKVX: -7.5*; UACC-62: -68*; M14: -85*; RPMI-8226: -15*; A549/ATCC: -49*; HOP-62: -72*

What do the screens show for `C=CC[N+](C)(C)CC=C`?
EKVX: 98; UACC-62: 118; M14: 107; A549/ATCC: 97; HOP-62: 104

What do the screens show for `O=c1[nH]c(-c2ccccc2)c(-c2ccccc2)[nH]1`?
HOP-92: 88; CCRF-CEM: 102; EKVX: 91; UACC-62: 97; M14: 121; RPMI-8226: 102; A549/ATCC: 105; HOP-62: 94

Results for CS(=O)(=O)c1ccc(-c2cc(-c3nnc(SC/C(=N/O)c4ccccc4)n3-c3ccccc3)c3ccccc3n2)cc1 ?
HOP-92: 127; CCRF-CEM: 107; EKVX: 103; UACC-62: 84; M14: 105; RPMI-8226: 91; A549/ATCC: 106; HOP-62: 110

Results for CC(C)(C)OC(=O)N1CCC[C@]2(C)[C@H]3CC[C@@H]4[C@H]5[C@H]6OC[C@@]5(CCC6(C)C)CC[C@@]4(C)[C@]3(C)CC[C@H]2C1(C)C ?
HOP-92: 107; CCRF-CEM: 97; EKVX: 102; UACC-62: 96; M14: 99; RPMI-8226: 104; A549/ATCC: 103; HOP-62: 108

How did Cc1ccc(Sc2oc(-c3ccccc3)nc2S(=O)(=O)c2ccc(C)cc2)cc1 do in these assays?
HOP-92: 64; CCRF-CEM: 96; EKVX: 99; UACC-62: 71; M14: 124; RPMI-8226: 93; A549/ATCC: 88; HOP-62: 82

A draw from above in order of length of the SMILES, largest number first:
What do the screens show for `O=c1[nH]c(-c2ccccc2)c(-c2ccccc2)[nH]1`?
HOP-92: 88; CCRF-CEM: 102; EKVX: 91; UACC-62: 97; M14: 121; RPMI-8226: 102; A549/ATCC: 105; HOP-62: 94

What do the screens show for `COC(=O)C(c1ccccc1)C(O)c1ccccc1` (configuration not stated)?
HOP-92: 90; CCRF-CEM: 84; EKVX: 98; UACC-62: 96; M14: 106; RPMI-8226: 107; A549/ATCC: 96; HOP-62: 93

What do the screens show for `O=C1c2ccccc2C(=O)c2c(S)cccc21`?
HOP-92: 116; CCRF-CEM: 105; EKVX: 103; UACC-62: 97; M14: 105; RPMI-8226: 104; A549/ATCC: 99; HOP-62: 88

(listing goes on)
How did Cn1cc(-c2nc(-c3cn(C)c4ncccc34)cs2)c2cc(Cl)ccc21 do in these assays?
HOP-92: 85; CCRF-CEM: 72; EKVX: 92; UACC-62: 82; M14: 77; RPMI-8226: 79; A549/ATCC: 78; HOP-62: 102

What do the screens show for `Cc1cc(C)n(-c2nc(Nc3ccccc3)nc(Nc3ccc(S(N)(=O)=O)cc3)n2)n1`?
HOP-92: 126; CCRF-CEM: 67; EKVX: 104; UACC-62: 90; M14: 101; RPMI-8226: 78; A549/ATCC: 103; HOP-62: 111

How did CCOc1ccccc1/C=N\N=C\c1ccccc1O do in these assays?
CCRF-CEM: 72; EKVX: 91; UACC-62: 93; M14: 97; RPMI-8226: 100; A549/ATCC: 108

Results for CCOC(=O)C1=C(C)NC(SCc2nnc(-c3ccc(Cl)cc3)o2)=NC1c1cccc(Cl)c1 (configuration not stated) ?
HOP-92: 51; CCRF-CEM: 62; EKVX: 94; UACC-62: 73; M14: 74; RPMI-8226: 54; A549/ATCC: 71; HOP-62: 75

How did COc1ccc(N=Cc2ccc([N+](=O)[O-])cc2)cc1 do in these assays?
CCRF-CEM: 97; EKVX: 95; UACC-62: 87; M14: 99; RPMI-8226: 140; A549/ATCC: 81; HOP-62: 96

Results for O=Nc1ccc(O)c2ccccc12 ?
CCRF-CEM: 5.2*; EKVX: 33; UACC-62: 16; M14: -11*; RPMI-8226: -12*; A549/ATCC: 42; HOP-62: 38

What do the screens show for `Cc1cnc2ccccn2c1=O`?
HOP-92: 92; CCRF-CEM: 98; EKVX: 93; UACC-62: 99; M14: 97; RPMI-8226: 98; A549/ATCC: 96; HOP-62: 94

Results for COC1C(=O)OC(=O)C1OC (configuration not stated) ?
HOP-92: 95; CCRF-CEM: 105; EKVX: 92; UACC-62: 87; M14: 106; RPMI-8226: 104; A549/ATCC: 107; HOP-62: 101

What do the screens show for `O=C(/C=C/c1c[nH]c2ccccc12)c1ccc(O)c(CN2CCOCC2)c1`?
HOP-92: 85; CCRF-CEM: 93; UACC-62: 106; M14: 100; RPMI-8226: 95; A549/ATCC: 105; HOP-62: 88

What do the screens show for `CC1CN(C(=S)S)C(C)CN1` (configuration not stated)?
HOP-92: 85&108; CCRF-CEM: 94&93; EKVX: 101&96; UACC-62: 107&99; M14: 91&112; RPMI-8226: 99&102; A549/ATCC: 94&106; HOP-62: 80&109

What do the screens show for `C=CCC1C(=O)NN=C1C` (configuration not stated)?
HOP-92: 90; CCRF-CEM: 84; EKVX: 103; UACC-62: 101; M14: 102; RPMI-8226: 107; A549/ATCC: 73; HOP-62: 89

How did COC(=O)[C@H](Cc1c[nH]c2ccccc12)NC(=O)[C@H](C)NCc1cccnc1 do in these assays?
HOP-92: 61; CCRF-CEM: 100; EKVX: 84; UACC-62: 94; M14: 97; RPMI-8226: 99; A549/ATCC: 92; HOP-62: 75

What do the screens show for `Cc1ccc(OC(=O)c2cccc(Cl)c2)cc1`?
HOP-92: 109; CCRF-CEM: 119; EKVX: 91; UACC-62: 94; M14: 100; RPMI-8226: 121; A549/ATCC: 101; HOP-62: 88

How did CCOC(=O)C1=C(N)N(c2ccc(C)cc2)C2=C(C(=O)CC(C)(C)C2)C1c1ccc(Cl)cc1 (configuration not stated) do in these assays?
HOP-92: 98; CCRF-CEM: 93; EKVX: 85; UACC-62: 76; M14: 95; RPMI-8226: 79; A549/ATCC: 86; HOP-62: 127

How did O=C(O)c1cn(C2CC2)c2cc(N3CCN(Cc4nc5c(cnn5-c5ccc([N+](=O)[O-])cc5)c(=O)[nH]4)CC3)c(F)cc2c1=O do in these assays?
HOP-92: 112; CCRF-CEM: 99; EKVX: 93; UACC-62: 87; M14: 102; RPMI-8226: 98; A549/ATCC: 102; HOP-62: 103

Results for COc1ccc(/C=C/C(=O)c2ccc(NC(=O)CSc3nnc(-c4ccc(-c5nc6ccccc6[nH]5)cc4)o3)cc2)cc1 ?
HOP-92: 104; CCRF-CEM: 61; EKVX: 101; UACC-62: 80; RPMI-8226: 62; A549/ATCC: 102; HOP-62: 91

What do the screens show for `COc1ccc(/C(=N\N=C(N)N)c2ccc(Cl)cc2)cc1OC`?
HOP-92: -0.2*; CCRF-CEM: 67; EKVX: 73; UACC-62: 80; M14: 65; RPMI-8226: 70; A549/ATCC: 76; HOP-62: 69

Results for CCOC(=O)C(C(=O)OCC)=C(C)C ?
CCRF-CEM: 100; EKVX: 101; UACC-62: 103; M14: 100; RPMI-8226: 105; A549/ATCC: 89; HOP-62: 90

How did O=Cc1cc([N+](=O)[O-])no1 do in these assays?
HOP-92: 101; CCRF-CEM: 103; EKVX: 93; UACC-62: 106; M14: 104; RPMI-8226: 102; A549/ATCC: 92; HOP-62: 102

What do the screens show for `O=c1cc(N/N=C/c2ccccc2)c2ccccc2[nH]1`?
HOP-92: 76; CCRF-CEM: 87; EKVX: 89; UACC-62: 88; M14: 85; RPMI-8226: 78; A549/ATCC: 85; HOP-62: 93

Among those listed so far, these have a COOH group.
What do the screens show for `Nc1nc(-c2ccccc2)c(CC(=O)O)s1`?
CCRF-CEM: 117; EKVX: 102; UACC-62: 102; M14: 102; RPMI-8226: 117; A549/ATCC: 105; HOP-62: 105

How did O=C(O)c1cn(C2CC2)c2cc(N3CCN(Cc4nc5c(cnn5-c5ccc([N+](=O)[O-])cc5)c(=O)[nH]4)CC3)c(F)cc2c1=O do in these assays?
HOP-92: 112; CCRF-CEM: 99; EKVX: 93; UACC-62: 87; M14: 102; RPMI-8226: 98; A549/ATCC: 102; HOP-62: 103

The list continues.
How did CCc1oc2ccccc2c1C(=O)c1ccc(O)cc1 do in these assays?
HOP-92: 84; CCRF-CEM: 85; EKVX: 92; UACC-62: 96; M14: 97; RPMI-8226: 101; A549/ATCC: 97; HOP-62: 87

How did C=C(C)CN(CC(=C)C)C(=N)OC do in these assays?
HOP-92: 100; CCRF-CEM: 98; EKVX: 97; UACC-62: 113; M14: 105; RPMI-8226: 112; A549/ATCC: 106; HOP-62: 99

How did O=c1/c(=C/C=C/c2ccccc2)sc2nc3ccccc3n12 do in these assays?
HOP-92: 99; CCRF-CEM: 101; EKVX: 96; UACC-62: 100; M14: 100; RPMI-8226: 103; A549/ATCC: 101; HOP-62: 112

How did NC(=O)NC(=O)CNc1nnc(-c2ccccc2)s1 do in these assays?
CCRF-CEM: 114; UACC-62: 95; M14: 105; RPMI-8226: 99; A549/ATCC: 106; HOP-62: 97

What do the screens show for `Cc1nc(N)sc1-c1csc(Nc2ccc(C(F)(F)F)cc2)n1`?
HOP-92: 37; CCRF-CEM: 21; EKVX: 27; UACC-62: 22; M14: 28; RPMI-8226: 27; A549/ATCC: 45; HOP-62: 47

What do the screens show for `CC(C)(C)C(=O)O[C@@H]1[C@H](OC(=O)C(C)(C)C)[C@@H](CO)O[C@H]1n1c(=O)cc(N)[nH]c1=O`?
HOP-92: 113; CCRF-CEM: 114; EKVX: 104; UACC-62: 91; M14: 109; RPMI-8226: 110; A549/ATCC: 101; HOP-62: 99

Results for CN1C[C@@H](c2cccc(Cl)c2)[C@]2(NC(=S)N(C3CC3)C2=O)[C@@]12C(=O)NC1C=CC(Cl)=C[C@H]12 (some centres not stated) ?
HOP-92: 40; CCRF-CEM: 58; EKVX: 87; UACC-62: 77; M14: 68; RPMI-8226: 51; A549/ATCC: 82; HOP-62: 103

What do the screens show for `CC(C)(C)c1cc(C(=O)Nc2cc3ccccc3cc2C(=O)NCCN)cc(C(C)(C)C)c1`?
HOP-92: -70*; CCRF-CEM: -50*; EKVX: -73*; UACC-62: -69*; M14: -81*; RPMI-8226: -48*; A549/ATCC: -61*; HOP-62: -81*

How did C=C1C(=O)O[C@H]2[C@H]1CC/C(COC(=O)OCCCCCOC(=O)OC/C1=C/CC[C@@]3(C)O[C@H]3[C@H]3OC(=O)C(=C)[C@@H]3CC1)=C\CC[C@@]1(C)O[C@@H]21 do in these assays?
HOP-92: -50*; CCRF-CEM: 1.8*; EKVX: -4.3*; UACC-62: -26*; M14: -45*; RPMI-8226: -3.3*; A549/ATCC: 44; HOP-62: 9.6*

Screening results: PubChem BioAssay, NCI
